Screening data as filed in PubChem.
HDAC3 inhib = blocks human histone deacetylase 3; O15379; recombinant HDAC3, fluorogenic peptide/trypsin coupled, fluorescence; inhibition, % at 8.3 µM; 0.15% of 320,000 active; AID 2718; in the data active = inhibition above about 26%, passing the limit was not always enough; inconclusive = no clear call, values can overlap the other calls
RGS4 block = human RGS4 inhibition | AID 463165 | 0.45% of 310,000 active | B-score at 10 µM | HEK293 M3R/RGS4 inducible, Fluo-4 calcium flux; active compounds read high; triggered by carbachol at its EC20 | P49798;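 active = B-score, a plate-corrected calcium signal, over three deviations above library mean, with baseline fluorescence within five deviations of library mean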;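 note: RGS4 expression induced by doxycycline in cells with stable M3 receptor; B-score is computed from the integrated fluorescence ratio over baseline after carbachol; higher B-score means a larger calcium signal and so more RGS4 inhibition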
Target sequence (P49798 whole entry, looked up): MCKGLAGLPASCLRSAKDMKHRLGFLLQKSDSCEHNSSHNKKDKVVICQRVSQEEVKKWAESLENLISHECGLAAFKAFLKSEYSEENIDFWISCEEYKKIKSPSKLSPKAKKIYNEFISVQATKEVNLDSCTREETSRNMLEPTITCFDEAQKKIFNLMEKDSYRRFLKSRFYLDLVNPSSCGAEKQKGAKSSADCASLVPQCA
MrgX1 ag = agonists of human MrgX1 receptor. Q96LB2. MrgX1-HEK293 cells, Fluo-4 calcium fluorescence, agonist mode; active compounds read high. B-score at 10 µM. 0.44% of 310,000 active;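 active = calcium response B-score plate-corrected fluorescence ratio at least 3 library SD, with starting fluorescence B-score inside 5 SD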
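Material: HEK293 cells stably expressing human MrgX1 receptor | Quantity: 15,000 cells per well | Times: Cells plated overnight, dye loaded 0.5 h 37 °C, 0.5 h room temperature | Measured by: Kinetic Fluo-4 NW fluorescence of intracellular calcium | Control set: Positive and negative controls per plate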
MrgX1 antagonist = human MrgX1 receptor antagonism, primary screen; MRGX1-HEK293 calcium flux, Fluo-4, BAM8-22 antagonism; active compounds read low; B-score at 10 µM; AID 588676; Q96LB2; 1.3% of 310,000 active;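 active = calcium-response B-score plate-corrected more than 3 library SD below zero, starting fluorescence within 5 deviations, no agonist response on first addition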;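 note: peak minus trough fluorescence over baseline after final BAM8-22 challenge near maximal dose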
MrgX1 allo act = human MrgX1 positive allosteric modulation, primary screen; 0.63% of 310,000 active; MrgX1-HEK293, Fluo-4 calcium flux, FDSS; active compounds read high; Q96LB2; B-score at 10 µM;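 active = plate-corrected calcium response at least 3 library SD above typical, normal starting fluorescence, not activating the receptor alone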;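 note: compound read alongside a low EC10 to EC30 dose of BAM8-22 agonist; peak minus trough fluorescence over baseline measured at the second addition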
RGS4 act = RGS4 potentiation or activation; HEK293 M3R/inducible RGS4, carbachol calcium flux Fluo4; active compounds read low; B-score at 10 µM; 0.92% of 310,000 active;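 active = B-score of the integrated calcium signal more than 4 SD below the library mean, with starting fluorescence not abnormally high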;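 note: negative B-score means reduced calcium response which marks RGS4 activation or potentiation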
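Assay system: Inducible-RGS4 HEK293 cells carrying M3 receptor | Schedule: Compound preincubation 20 min at room temperature before agonist | Signal: Kinetic calcium fluorescence imaging with Fluo4-AM dye, 2 µM | Read-out basis: B score from integrated fluorescence ratio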
SKKanGAS inh = SKKanGAS growth inhibition; S. pyogenes SKKanGAS, kanamycin growth, BacTiter-Glo, 6 h; inhibition, % at 7.5 µM; 1.3% of 300,000 active;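 active = mean replicate score, as percent of positive control median, at least 50; inconclusive = mean below 50 but one replicate at or above 50; inactive = mean and every replicate below 50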;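 note: strain carries kanamycin resistance gene driven by streptokinase promoter and grows in 40 µg/ml kanamycin; loss of luminescence reflects streptokinase promoter inhibition or plain growth inhibition; 0% = median of DMSO wells and 100% = positive control at its reference dose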
TRPC6 inh = inhibitors of mouse TRPC6 channel | B-score at 10 µM | 1.1% of 310,000 active | HEK293-TRPC6, membrane potential dye, ACh-evoked depolarization; active compounds read low | Q61143;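 active = B-score under library mean minus 3 SD, initial fluorescence not abnormally high, positive integrated signal ratio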;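 note: B-score derived from integrated fluorescence ratio over the kinetic read; more negative B-score means stronger inhibition of depolarization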
Target sequence (Q61143 whole entry, looked up): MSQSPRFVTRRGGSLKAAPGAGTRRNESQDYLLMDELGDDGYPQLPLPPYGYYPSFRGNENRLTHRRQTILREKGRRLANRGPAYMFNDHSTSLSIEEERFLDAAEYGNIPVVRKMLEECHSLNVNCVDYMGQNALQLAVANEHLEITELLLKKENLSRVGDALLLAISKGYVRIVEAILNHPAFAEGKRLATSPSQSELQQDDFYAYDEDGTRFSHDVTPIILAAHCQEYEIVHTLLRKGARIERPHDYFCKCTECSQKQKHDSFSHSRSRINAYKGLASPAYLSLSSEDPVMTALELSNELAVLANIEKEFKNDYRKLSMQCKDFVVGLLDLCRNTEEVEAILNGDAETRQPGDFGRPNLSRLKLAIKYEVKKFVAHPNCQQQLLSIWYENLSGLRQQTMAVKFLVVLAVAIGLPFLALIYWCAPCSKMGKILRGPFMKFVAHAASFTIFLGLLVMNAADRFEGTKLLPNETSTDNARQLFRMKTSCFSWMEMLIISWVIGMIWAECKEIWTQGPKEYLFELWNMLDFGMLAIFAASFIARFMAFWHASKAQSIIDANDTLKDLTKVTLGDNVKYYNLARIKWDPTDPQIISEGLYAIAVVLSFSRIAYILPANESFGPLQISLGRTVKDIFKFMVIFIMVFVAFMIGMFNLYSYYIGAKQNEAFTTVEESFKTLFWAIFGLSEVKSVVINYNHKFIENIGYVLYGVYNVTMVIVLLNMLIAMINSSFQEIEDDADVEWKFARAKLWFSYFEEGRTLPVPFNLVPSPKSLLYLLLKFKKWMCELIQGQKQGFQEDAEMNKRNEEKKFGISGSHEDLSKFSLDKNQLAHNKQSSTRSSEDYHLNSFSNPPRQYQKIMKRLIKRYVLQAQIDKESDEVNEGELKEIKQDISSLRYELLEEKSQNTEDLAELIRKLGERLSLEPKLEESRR
ANO1 activ = activates or potentiates the mouse TMEM16A chloride channel; Q8BHY3; HEK293 TMEM16A/YFP-H148Q/I152L, iodide quench fluorescence; active compounds read low; B-score at 10 µM; 0.3% of 340,000 active; AID 623877;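 active = fluorescence-ratio B-score plate-corrected deviation score at least 3 library SD below zero, with starting fluorescence score within 5 deviations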;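 note: channel opened by trigger with iodide after compound preincubation; score built on the fluorescence ratio of max minus min over baseline; more negative score means more quench and so TMEM16A activation or potentiation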
TRPC6 act = mouse TRPC6 channel activation; HEK293-TRPC6 membrane potential dye fluorescence; active compounds read high; Q61143; AID 2550; B-score at 10 µM; 0.13% of 310,000 active;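 active = B-score of the integrated fluorescence ratio above library mean plus 3 SD, and starting fluorescence ratio within library mean plus 5 SD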;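 note: higher score means more depolarization so channel activation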
ANO1 block = blocks the mouse calcium-activated chloride channel TMEM16A; 1.2% of 310,000 active; HEK293 TMEM16A/YFP iodide influx fluorescence, ionomycin; AID 588511; Q8BHY3; normalized B-score (activity score, 25-100; higher = stronger inhibition) at 10 µM;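 active = ratio plate-corrected score three or more library SD toward inhibition, starting fluorescence score within five deviations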;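 note: score derived from kinetic fluorescence span divided by baseline fluorescence per well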
Numbers without * were called inactive; i = inactive; ? = inconclusive; / = no result given.

SMILES | HDAC3 inhib | RGS4 block | MrgX1 ag | MrgX1 antagonist | MrgX1 allo act | RGS4 act | SKKanGAS inh | TRPC6 inh | ANO1 activ | TRPC6 act | ANO1 block
COc1cc(NC(=O)C2CC(c3ccc(Cl)cc3)=NO2)cc(OC)c1OC (stereo not drawn) | -2 | i | i | i | i | i | -3 | i | i | i | i
CN(CCC1CCOCC1)C(=O)C1CCC(=O)N(CCc2ccccc2)C1 (stereo not drawn) | -6 | i | i | i | i | i | -2 | i | i | i | i
O=C(COc1cnc2ccccc2n1)NCCC1=CCCCC1 | -5 | i | i | i | i | i | 5 | i | i | i | i
Cc1ccc(S(=O)(=O)NC2CCCC2)cc1C(N)=O | -1 | i | i | i | i | i | 28 | i | i | i | i
COc1ccccc1C(=O)COC(=O)Cn1c(C)csc1=O | -1 | i | i | i | i | i | -8 | i | i | i | i
COc1cc(/C=N\NC(=O)c2ccc(Cn3cc(Br)c([N+](=O)[O-])n3)o2)cc(OC)c1O | 5 | i | i | i | i | i | ? | i | i | i | i
O=C(CCCCO)CCCCCCCC[C@H]1N[C@H](CO)[C@H](O)[C@@H]1O[C@@H]1O[C@H](CO)[C@@H](O)[C@H](O)[C@H]1O | -1 | i | i | i | i | i | 1 | i | i | i | i
CCCCOC(=O)Nc1cccc(C(=O)OCC)c1 | 1 | i | i | i | i | i | 1 | i | i | i | i
CC(=N\Nc1ccc(Cl)cc1)/C(=N/O)C(=O)Nc1ccccc1 | 11 | 5.7* | i | i | i | i | -11 | i | i | i | i
Cc1nc2ccc(F)cc2cc1C(=O)NCc1ccco1 | 2 | i | i | i | i | i | -7 | i | i | i | i
Cc1c(N2C(=O)c3ccc(F)cc3C2=O)c(=O)n(-c2ccccc2)n1C | 6 | i | i | i | i | i | 0 | i | i | i | i
CC(=O)c1ccc(OCCCOc2cccc3cccnc23)cc1 | -1 | i | i | i | i | i | -3 | i | i | i | i
CCCCCCNCCn1cnc2c(N)ncnc21 | 7 | i | i | i | i | i | 2 | i | i | i | i
COC(=O)COc1cc(Cl)c(C=O)cc1OC | -6 | i | i | i | i | i | -2 | i | i | i | i
CCOc1cccc(NC(=O)C2CCCN(S(=O)(=O)c3ccc(OC)cc3)C2)c1 (stereo not drawn) | 6 | i | i | i | i | i | -8 | i | i | i | i
COC(C[C@@H](O)C[C@@H](O)COCc1ccccc1)OC | / | i | / | / | / | i | 0 | i | i | i | /
Cc1ccc(N(C(=O)c2sc(C)nc2C)C(C(=O)NC(C)(C)C)c2ccncc2)cc1 (stereo not drawn) | 1 | i | i | i | i | i | -1 | i | i | i | i
COC(=O)C1=C(C)NC(=O)NC1c1ccc(OCC(=O)N2CCCCC2)cc1 (stereo not drawn) | -5 | i | i | i | i | i | -12 | i | i | i | i
COc1cc2ccccc2nn1 | -4 | i | i | i | i | i | -5 | i | i | i | i
CC(OC(=O)c1ccc2c(c1)OCCO2)C(=O)c1ccccc1 (stereo not drawn) | 0 | i | i | i | i | i | 24 | i | i | i | i
O=C(c1ccccc1S(=O)(=O)NCc1ccccc1)N1CCCC1 | -4 | i | i | i | i | i | -2 | i | i | i | i
CC(=O)c1ccc(NC(=O)CCC(=O)N2CC(C)Oc3ccc(C)cc32)cc1 (stereo not drawn) | 1 | i | i | i | i | i | -7 | i | i | i | i
COc1ccc(OCc2nnc(SCC(=O)c3c(N)n(C)c(=O)n(C)c3=O)n2-c2ccccc2F)cc1 | -2 | i | i | i | i | i | 1 | i | / | i | i
CN(C)c1ccc(CN(C(=O)c2ccccc2Br)C2CCS(=O)(=O)C2)cc1 (stereo not drawn) | -4 | i | i | i | i | i | 11 | i | i | i | i
CCn1c(=O)cc(SCC(=O)Nc2cccc(SC)c2)c2ccccc21 | -3 | i | i | i | i | i | 10 | i | i | i | i

Some values from above.
HDAC3 inhib, CC(=N\Nc1ccc(Cl)cc1)/C(=N/O)C(=O)Nc1ccccc1 reads 11
SKKanGAS inh, COc1cc(NC(=O)C2CC(c3ccc(Cl)cc3)=NO2)cc(OC)c1OC (stereo not drawn) reads -3
SKKanGAS inh, CC(OC(=O)c1ccc2c(c1)OCCO2)C(=O)c1ccccc1 (stereo not drawn) reads 24
SKKanGAS inh, COc1ccccc1C(=O)COC(=O)Cn1c(C)csc1=O reads -8

More entries
SMILES | HDAC3 inhib | RGS4 block | MrgX1 ag | MrgX1 antagonist | MrgX1 allo act | RGS4 act | SKKanGAS inh | TRPC6 inh | ANO1 activ | TRPC6 act | ANO1 block
COc1ccccc1NC(=O)Nc1nc(CC(=O)NCc2cccnc2)cs1 | -4 | i | i | i | i | i | 10 | i | i | i | i
O=C(CSc1nncs1)NCc1ccc(F)cc1 | -6 | i | i | i | i | i | -1 | i | i | i | i
O=S(=O)(Nc1ccc(O)c(CN2CCCCC2)c1)c1ccccc1 | -6 | i | i | i | i | i | 4 | i | i | i | i
Cc1ccc(C)c(N=Cc2ccc(-c3ccc([N+](=O)[O-])cc3)o2)c1 | -6 | i | i | i | i | i | -8 | i | i | i | i
COc1ccc(C(=O)NCC(=O)N/N=C/C(C)=C/c2ccco2)cc1OC | ? | i | i | i | i | i | 0 | i | i | i | i
Cc1ccc(C(=O)CSc2nc(-c3ccccc3)cc(=O)[nH]2)cc1 | 3 | i | i | i | i | i | 20 | i | i | i | i
CNC(=O)CSc1nc2cccnc2n1C1CCCCC1 | 0 | i | i | i | i | i | 2 | i | i | i | i
CC(C)CCOc1ccc(C2(C)NC(=O)N(CN3CCOCC3)C2=O)cc1 (stereo not drawn) | -2 | i | i | i | i | i | -5 | i | i | i | i
COc1cc(N2CCCC2)ccc1C=O | 8 | i | i | i | i | i | -3 | i | i | i | i
NS(=O)(=O)c1ccc(NC(=O)COC(=O)Cc2ccc(Cl)cc2)cc1 | 0 | i | i | i | i | i | -17 | i | i | i | i
O=C(NC(=S)Nc1cc(C(F)(F)F)ccc1N1CCOCC1)c1ccc(-c2cccc(Cl)c2)o1 | 5 | i | i | i | i | i | 13 | i | i | i | i
CCOc1ccc(CCNS(=O)(=O)c2ccc3c(c2)NC(=O)CO3)cc1OCC | 1 | i | i | i | i | i | -5 | i | i | i | i
CC1(C)CC(NS(=O)(=O)c2cccc3ccccc23)CC(C)(C)N1 | 1 | i | i | i | i | i | -8 | i | i | i | i
CC(C)c1ccc(NC(=O)c2ccccc2NC(=O)C2CC=CCC2C(=O)O)cc1 (stereo not drawn) | 5 | i | i | i | i | i | / | i | i | i | i
COc1ccc(N(C(=O)c2ccccc2OC(C)=O)C(C)C2CC2)cc1 (stereo not drawn) | -3 | i | i | i | i | i | 2 | i | i | i | i
COc1ccc(OC)c(NC(=O)c2sc3nc(Cc4ccccc4)cc(C(F)(F)F)c3c2N)c1 | -6 | i | i | i | i | i | 4 | i | i | i | i
CC1Oc2ccccc2C=C1C1/C(=C(/O)c2ccccc2)C(=O)C(=O)N1CCCN(C)C (stereo not drawn) | -7 | i | i | i | i | i | -9 | i | i | i | i
O=C(N/N=C/c1ccc(Cl)c([N+](=O)[O-])c1)c1cc(-c2ccccc2)nc2ccccc12 | 9 | i | i | i | i | i | 13 | i | i | i | i
COc1ccc(-c2nc(C#N)c(N3CCC(C(N)=O)CC3)o2)cc1OC | -14 | i | i | i | i | i | 5 | i | i | i | i
CCn1c(SCC(=O)N2CCCCC2C)nc2c1c(=O)n(C)c(=O)n2C (stereo not drawn) | 2 | i | i | i | i | i | -4 | i | i | i | i
CC(=O)Nc1cc(C(=O)N2CCOCC2)ccc1S(=O)(=O)c1ccc(C)cc1 | -6 | i | i | i | i | i | 1 | i | i | i | i
CCC1CCCCN1CCCNC(=O)CCCNC(=O)Cn1cnc2sc3c(c2c1=O)CCCC3 (stereo not drawn) | 1 | i | i | i | i | i | -3 | i | i | i | i
Cc1ccc(O)c(NC(=O)c2cc(-c3ccccc3Cl)on2)c1 | -4 | i | i | i | i | i | -6 | i | i | i | i
Cc1nn(-c2ccccc2)c(C)c1NC(=O)COC(=O)[C@@H](NC(=O)c1ccccc1)C(C)C | / | i | i | i | i | i | -14 | i | i | i | i
CCOC(=O)c1c(C)n(CC(O)CN(C)C)c2cc(Br)c(OC)cc12 (stereo not drawn) | -2 | i | i | i | i | i | -7 | i | i | i | i

(more compounds)
SMILES | HDAC3 inhib | RGS4 block | MrgX1 ag | MrgX1 antagonist | MrgX1 allo act | RGS4 act | SKKanGAS inh | TRPC6 inh | ANO1 activ | TRPC6 act | ANO1 block
Cc1ccc(C(=O)NC(=S)NCC2CCCO2)cc1 (stereo not drawn) | -3 | i | i | i | i | i | -13 | i | i | i | i
CCCCNc1cc(=O)n(C)c(=O)n1C | -5 | i | i | i | i | i | -5 | i | i | i | i
CC(=O)NC1=C(C#N)C(c2ccccc2)c2c(ccc3ccccc23)O1 (stereo not drawn) | 1 | i | i | i | i | i | 13 | i | i | i | i
Cc1ccc(C2CC(c3cccs3)=NN2C(=O)CSc2nc(=O)n3ccc(C)cc3n2)cc1 (stereo not drawn) | / | i | i | i | i | i | 40 | i | i | i | i
COC(=O)c1ccc(/C=C2/SC(=S)N(CCC(=O)N3CCOCC3)C2=O)cc1 | 7 | i | i | i | i | i | 1 | i | i | i | i
Cc1ccn2c(=O)c(NC(=O)COc3ccccc3)c(C)nc2c1 | -2 | i | i | i | i | i | -6 | i | i | i | i
NCC(=O)N1CCC(C(=O)N[C@@H](Cc2c[nH]c3ccccc23)C(=O)O)CC1 | -3 | i | i | i | i | i | 3 | i | i | i | i
O=C(CNC(=O)Cc1cccc2ccccc12)NCc1ccc(F)cc1 | -3 | i | i | i | i | i | 1 | i | i | i | i
CCCn1c2ccc(C)cc2c2nnc(SCCN3CCOCC3)nc21 | 7 | i | i | i | i | i | -2 | i | i | i | i
CCCc1c(C)c2cc(C)ccc2[nH]c1=O | 2 | i | i | i | i | i | -5 | i | i | i | i

2 neighbouring records already listed, for reference:
SMILES | HDAC3 inhib | RGS4 block | MrgX1 ag | MrgX1 antagonist | MrgX1 allo act | RGS4 act | SKKanGAS inh | TRPC6 inh | ANO1 activ | TRPC6 act | ANO1 block
Cc1ccc(C(=O)NC(=S)NCC2CCCO2)cc1 (stereo not drawn) | -3 | i | i | i | i | i | -13 | i | i | i | i
CCCCNc1cc(=O)n(C)c(=O)n1C | -5 | i | i | i | i | i | -5 | i | i | i | i

This is a random part of the collection (roughly 6.7% active in at least one column).
